# Bioassay records as filed in PubChem BioAssay.
# ROCK2 inh: inhibitors of human ROCK2 kinase, primary screen, biochemical, high-throughput, luminescence; purified ROCK2, Kinase-Glo ATP depletion luminescence; inhibition, % at 6 µM; 60,000 tested, 0.35% active; AID 604, 2007;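 active means inhibition above the screen-wide mean inhibition plus 3 SD, cut at about 18% in these data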;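 further: plate controls were DMSO wells for no effect and Y-27632 control wells after no-enzyme background subtraction for full effect; many of its hits are not listed in these tables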
# PKA kinase inh: inhibitors of human PKA kinase activity, primary screen, biochemical, ATP-depletion luminescence, Kemptide substrate; cAMP-dependent protein kinase catalytic subunit alpha (Homo sapiens), P17612; PKA Kemptide phosphorylation, Kinase-Glo ATP luminescence; inhibition, % at 6 µM; 65,000 tested, 0.1% active; AID 524, 2006;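 active means inhibition above the screen-wide mean inhibition plus 3 SD, cut at about 21% in these data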; further: many of its hits are not listed in these tables
# FXIa inh mix: FXIa protease inhibitors in compound pools, primary screen, biochemical, 10-compound mixtures. Coagulation factor XI (Homo sapiens), P03951. purified FXIa, fluorogenic substrate, pooled mixtures. inhibition, % at 5 µM. 62,000 tested, 0.19% active. AID 680, 2007;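 further: each value is inhibition by a whole ten-compound pool holding the compound; 0% = enzyme with no mixture and 100% = wells lacking enzyme; strong numbers were not always called active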
# CatG inh: human cathepsin G inhibitors, primary screen, biochemical, pooled compound mixtures, AMC fluorescence. purified enzyme, AMC-tetrapeptide fluorescence. inhibition, % at 5 µM (by protocol). AID 581, 2007. 62,000 tested, 0.2% active;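 active means inhibition above 20% in each of the two mixture wells holding the compound; inactive means inhibition of 20% or less in either well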;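 further: 0% = enzyme control without mixture and 100% = blank lacking enzyme; strong numbers were not always called active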
# JNK3 blocker: JNK3 kinase activity inhibitors, primary screen, biochemical, human, purified enzyme. inhibition, % at 8 µM. Mitogen-activated protein kinase 10 (Homo sapiens), P53779. HTS. 60,000 tested, 0.61% active; in the data active means inhibition above about 17%;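 further: 0% = DMSO and 100% = reference inhibitor; many of its hits are not listed in these tables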
# CatS inh: inhibitors of human cathepsin S, biochemical, compound mixtures. inhibition, %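 (tested at 5 µM per compound within 10-compound mixtures)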. recombinant cathepsin S, AMC dipeptide fluorescence, pooled mixtures. 62,000 tested, 0.06% active. AID 501, 2006. P25774; in the data active means inhibition above about 32%, passing the limit was not always enough; inconclusive means no clear call, values can overlap the other calls;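 further: 0% = enzyme without compound and 100% = blank without enzyme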
# FXIIa mix inh: human factor XIIa inhibitors, primary screen, biochemical, pooled compound mixtures, fluorogenic substrate; Coagulation factor XII (Homo sapiens), P00748; purified FXIIa; inhibition, % at 5 µM; 62,000 tested, 0.2% active; AID 684, 2007;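 further: 0% = enzyme without compound and 100% = no enzyme blank; some results filed as inactive read as strong as hits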
# CatL block: inhibitors of human cathepsin L, biochemical. inhibition, %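 (tested at 10 µM)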. Procathepsin L (Homo sapiens), P07711. purified cathepsin L, fluorogenic substrate, fluorescence. AID 460, 2006. 58,000 tested, 0.17% active; in the data active means inhibition above about 45%;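 further: 0% = enzyme with no compound and 100% = no enzyme blank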
# Target sequence (P07711 114-288 limits assumed): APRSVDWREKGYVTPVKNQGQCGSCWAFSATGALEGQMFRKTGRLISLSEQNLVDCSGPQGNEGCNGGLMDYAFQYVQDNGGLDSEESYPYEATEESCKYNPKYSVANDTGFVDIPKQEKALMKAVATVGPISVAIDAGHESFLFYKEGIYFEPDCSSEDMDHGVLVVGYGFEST
# Target sequence (P07711 292-333 limits assumed): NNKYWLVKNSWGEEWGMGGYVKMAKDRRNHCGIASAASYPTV
# C1s block: complement C1s protease inhibitors, primary screen, biochemical, 10-compound mixtures; mean inhibition % of two 10-compound mixtures (active compounds read high), % at 5 µM (by protocol); AID 538, 2006; purified C1s, fluorogenic AMC substrate, pooled mixtures; 62,000 tested, 0.16% active; Complement C1s subcomponent (Homo sapiens), P09871;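 active means inhibition above 20% in each of the two 10-compound mixture wells holding the compound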;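 further: 0% = enzyme wells lacking compound mixture and 100% = no-enzyme blank wells; some compounds called inactive have numbers as strong as hits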
# Target sequence (P09871 16-437 limits assumed): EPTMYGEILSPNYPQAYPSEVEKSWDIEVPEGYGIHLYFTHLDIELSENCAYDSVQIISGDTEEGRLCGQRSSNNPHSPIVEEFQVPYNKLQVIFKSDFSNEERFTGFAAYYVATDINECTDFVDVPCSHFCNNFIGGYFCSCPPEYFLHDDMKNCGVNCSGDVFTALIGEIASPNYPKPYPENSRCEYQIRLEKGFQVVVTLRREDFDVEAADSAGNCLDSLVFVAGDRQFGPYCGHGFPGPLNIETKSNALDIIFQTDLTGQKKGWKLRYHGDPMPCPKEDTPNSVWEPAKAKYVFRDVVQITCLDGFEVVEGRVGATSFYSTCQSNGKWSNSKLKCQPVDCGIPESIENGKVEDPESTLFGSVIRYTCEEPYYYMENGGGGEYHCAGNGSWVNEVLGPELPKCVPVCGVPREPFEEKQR
# Target sequence (P09871 438-688 limits assumed): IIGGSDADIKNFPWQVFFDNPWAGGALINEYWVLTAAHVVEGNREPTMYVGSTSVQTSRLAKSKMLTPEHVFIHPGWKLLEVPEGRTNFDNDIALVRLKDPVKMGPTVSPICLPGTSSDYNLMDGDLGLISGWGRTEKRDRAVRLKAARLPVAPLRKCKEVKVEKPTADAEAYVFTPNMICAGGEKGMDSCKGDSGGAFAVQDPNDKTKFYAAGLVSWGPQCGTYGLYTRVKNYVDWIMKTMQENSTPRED
# Active calls of the source: *; u = inconclusive; x = not tested or not shown. Unless noted, no stated cut-off is given here; in the data, active means inhibition above about 20% (passing the limit was not always enough); inactive means the rest.
# Preview:
SMILES,ROCK2 inh,PKA kinase inh,FXIa inh mix,CatG inh,JNK3 blocker,CatS inh,FXIIa mix inh,CatL block,C1s block
O=C(CSc1ncnc2nc[nH]c12)NCCc1ccccc1,9,7,-8,-3,3,3,-28,12,-24
O=C(N1CCOCC1)C1(c2ccccc2)CCCCC1,7,9,-1,1,-4,5,6,6,-2
CC(=O)N1CCc2cc(S(=O)(=O)NC(C(=O)NCc3ccccc3)C(C)C)ccc21 (centres undefined),-4,-5,-2,-2,-4,7,1,1,-8
c1ccc(-c2noc(-c3ccc4ccccc4c3)n2)cc1,-3,-5,7,-1,0,1,-4,7,-11
C=CCNCc1cccn1-c1ccccc1,9,3,8,11,3,-4,9,-1,17

# The listing, from the first entry:
SMILES,ROCK2 inh,PKA kinase inh,FXIa inh mix,CatG inh,JNK3 blocker,CatS inh,FXIIa mix inh,CatL block,C1s block
O=C(CSc1ncnc2nc[nH]c12)NCCc1ccccc1,9,7,-8,-3,3,3,-28,12,-24
O=C(N1CCOCC1)C1(c2ccccc2)CCCCC1,7,9,-1,1,-4,5,6,6,-2
CC(=O)N1CCc2cc(S(=O)(=O)NC(C(=O)NCc3ccccc3)C(C)C)ccc21 (centres undefined),-4,-5,-2,-2,-4,7,1,1,-8
c1ccc(-c2noc(-c3ccc4ccccc4c3)n2)cc1,-3,-5,7,-1,0,1,-4,7,-11
C=CCNCc1cccn1-c1ccccc1,9,3,8,11,3,-4,9,-1,17
CC(=O)OC(C(=O)NC1CCCCC1)c1ccncc1 (centres undefined),1,4,-6,5,-1,-7,1,11,-27
CCOC(=O)N1CCC(NC(=O)c2cnn3ccccc23)CC1,4,10,0,-12,1,9,3,-20,-19
COC(=O)c1ccccc1NC(NC(=O)c1ccco1)C(=O)c1ccccc1 (centres undefined),5,5,-4,22,-2,4,10,-10,10
Cc1nnc(N(Cc2ccco2)C(=O)c2ccno2)s1,3,8,5,-2,1,-4,3,-10,-2
COc1cccc2cc(C(=O)C3=C(O)C(=O)N(Cc4ccco4)C3c3cccnc3)oc12 (centres undefined),0,7,0,-11,16,16,8,-5,-9
O=C(Nc1nc(-c2ccco2)c(-c2ccco2)s1)C1CC(=O)N(c2ccc3c(c2)OCCO3)C1 (centres undefined),x,-6,9,-1,x,14,-2,14,0
COc1ccc(CN2CCN(c3ccccn3)CC2)c(OC)c1,6,8,6,-11,4,15,4,18,-9
O=C1CCCN1CCCn1cnc2c([nH]c3ccc(F)cc32)c1=O,0,6,5,8,1,13,4,19,14
CCCC(=O)c1ccc(N2CCN(C(=O)c3ccc(Br)cc3)CC2)c(F)c1,2,6,-2,-7,-4,u,-3,7,-14
CCOc1ccccc1NC(=O)COc1cccc(-n2cnnn2)c1,2,4,8,0,23*,-6,-5,-5,7
Cc1cc(N2CCC(C)CC2)nc(-n2nc(C)cc2C)n1,-2,-6,10,-5,-3,-10,7,-5,6
CCN(CC)c1ccc(NC(=O)CSc2nc3ccccc3c(=O)[nH]2)cc1,-3,-4,12,2,-1,3,9,8,2
Cn1cnnc1Sc1nc2c(c(=O)n(C)c(=O)n2C)n1C,-10,1,5,0,2,-4,1,-3,-3
CCCCNC(=O)c1cc2c(=O)n3cccc(C)c3nc2n(Cc2ccccc2)c1=N,4,0,-17,-22,-2,-28,9,-58,-124
O=C(NCc1ccccc1)/C(=N\O)c1ccccc1,0,-2,x,x,6,x,x,-4,x

# Reformatted with each value named: entries from further up.
SMILES: O=C(NCc1ccccc1)/C(=N\O)c1ccccc1
  ROCK2 inh: 0 | PKA kinase inh: -2 | FXIa inh mix: x | CatG inh: x | JNK3 blocker: 6 | CatS inh: x | FXIIa mix inh: x | CatL block: -4 | C1s block: x

SMILES: COc1ccc(CN2CCN(c3ccccn3)CC2)c(OC)c1
  ROCK2 inh: 6 | PKA kinase inh: 8 | FXIa inh mix: 6 | CatG inh: -11 | JNK3 blocker: 4 | CatS inh: 15 | FXIIa mix inh: 4 | CatL block: 18 | C1s block: -9

SMILES: CCCCNC(=O)c1cc2c(=O)n3cccc(C)c3nc2n(Cc2ccccc2)c1=N
  ROCK2 inh: 4 | PKA kinase inh: 0 | FXIa inh mix: -17 | CatG inh: -22 | JNK3 blocker: -2 | CatS inh: -28 | FXIIa mix inh: 9 | CatL block: -58 | C1s block: -124

SMILES: CCOc1ccccc1NC(=O)COc1cccc(-n2cnnn2)c1
  ROCK2 inh: 2 | PKA kinase inh: 4 | FXIa inh mix: 8 | CatG inh: 0 | JNK3 blocker: 23* | CatS inh: -6 | FXIIa mix inh: -5 | CatL block: -5 | C1s block: 7

# Following part.
SMILES,ROCK2 inh,PKA kinase inh,FXIa inh mix,CatG inh,JNK3 blocker,CatS inh,FXIIa mix inh,CatL block,C1s block
CCN(CC)CCCNc1nnc(C)c(=O)[nH]1,-3,-2,4,10,-2,17,9,7,11
CN(C)C(CNC(=O)NC1CCCCC1)c1cccnc1 (centres undefined),4,10,-4,3,9,7,6,6,6
Cc1nnc2sc(-c3cccc(NC(=O)c4cccnc4)c3)nn12,6,3,8,-10,3,37,-2,0,-14
COC(=O)c1ccccc1NC(=O)CSc1nc2ccccc2c(=O)[nH]1,3,7,7,9,7,-2,2,5,12
Cc1ccc(Cl)cc1N1CCN(C(=O)C2CCCN(S(=O)(=O)c3cnc[nH]3)C2)CC1 (centres undefined),4,5,-5,3,-3,-3,-2,12,-5
CCN(CC)c1ccc2c(c1)CCCN2,2,6,1,9,-3,-13,7,3,0
CCOC(=O)Oc1ccc2c(c1)C(C)=CC(C)(C)N2C(=O)OCC,5,7,4,8,-2,-3,-1,0,-4
CCN(CC)CCCNC(=O)c1cn(CCOC)c(=O)c2c1c1ccccc1n2C,6,12,-9,0,1,-8,10,-6,-28
COc1ccc(OC)c(NC(=O)C23CCC(C)(C(=O)C2)C3(C)C)c1 (centres undefined),-1,4,-9,-1,-7,-12,24,6,-16
COC(=O)C1=C(C)N(C)C(C)=C(C(=O)OC)C1c1ccc(F)c(Br)c1,2,-5,5,11,7,4,3,11,6
COCC(C)n1c(C)cc(C(=O)CSc2nc3ccccc3c(=O)[nH]2)c1C (centres undefined),4,2,0,12,5,3,2,x,15
CC(=O)OCc1cc2cc(C)ccc2[nH]c1=O,7,10,6,0,5,2,-4,3,5
COc1ccc(N(CC(=O)Nc2cc(C)on2)S(=O)(=O)c2cc(C)ccc2C)cc1,6,6,-4,1,6,4,-17,21,-45
CCOC(=O)N1CCN(C(=O)Cn2ccc3ccccc3c2=O)CC1,1,-3,4,-3,-5,-5,10,0,-1
CS(=O)(=O)c1ccc2nc(NC(=O)c3cccs3)sc2c1,-24,-12,7,8,-1,-1,-5,-6,14
CN(CCCNC(=O)C1CCCN(S(=O)(=O)c2cnc[nH]2)C1)c1ccccc1 (centres undefined),0,-2,9,7,-3,-3,-12,x,12
CCOc1ccc(N2C(=O)CC(N3CCN(c4ccc(C(=O)c5ccncc5)cc4)CC3)C2=O)cc1 (centres undefined),4,4,-1,3,-1,10,-13,-4,5
CCC(=O)N1CC(C)C(=O)Nc2ccccc21 (centres undefined),-3,-5,3,11,-3,-1,-1,11,8
Cc1ccc2c(CN3CCN(Cc4ccc5c(c4)OCO5)CC3)cc(=O)oc2c1C,0,8,8,8,-2,-4,4,2,7
O=C(CCCn1c(=O)c2ccccc2n(Cc2ccccc2)c1=O)NCc1ccco1,4,1,31,13,5,-1,2,-6,5
Nc1ccc(-c2nc3ccccc3[nH]2)cc1,-11,-12,-5,9,-20,2,5,x,-26
Cc1noc(/C=C/c2ccco2)c1S(=O)(=O)N1CCC(C(=O)N2c3ccccc3CC2C)CC1 (centres undefined),4,8,-5,7,-1,-4,1,-3,-9
CC(C)CCn1c(CN2CCN(C(=O)c3ccco3)CC2)nc2c1c(=O)n(C)c(=O)n2C,3,6,-3,7,6,9,4,10,-4
COc1cc(NC(=O)c2cc(C(C)C)on2)cc(OC)c1OC,1,9,0,1,7,1,2,14,7
COc1ccc(S(=O)(=O)N2CCCC(C(=O)NCc3ccncc3)C2)cc1Cl (centres undefined),-5,-4,1,-4,-5,15,4,-4,-43
CCN(CC)CCNc1nc2c(c(=O)[nH]c(=O)n2C)n1CCOc1ccccc1,3,-10,x,x,4,x,x,9,x
CC1=C(C(=O)OCC2CCCO2)C(c2ccc(C)o2)C2=C(CC(c3ccc(N(C)C)cc3)CC2=O)N1 (centres undefined),1,2,3,-2,-4,-3,8,8,3
COC(=O)Nc1c(C)n(C)n(-c2ccccc2)c1=O,6,0,6,11,-6,-10,4,-3,13
COc1ccccc1-n1nc(C(=O)NCc2ccco2)c2ccccc2c1=O,6,6,3,4,3,-8,9,-4,-42
CCSc1nc(-c2ccc(OC)cc2)ccc1C#N,0,0,-1,5,-9,-8,-2,-8,-6
O=C(NCc1ccc2c(c1)OCO2)c1nn(-c2ccccc2)c(=O)c2ccccc12,-1,-2,5,1,-1,9,-1,9,-1
Cn1c(C(=O)NC2CCCCC2)cc2sccc21,7,12,2,-4,-3,-2,4,16,-1
COc1cc2c(cc1OC)-c1nnc(-c3cccs3)n1C(C)(C)C2,5,4,5,2,1,-10,9,-18,9
O=C(Cc1ccccc1)Nc1nc(-c2cccs2)cs1,12,0,2,9,3,-4,-15,-4,1
O=C(O)C1C2C=CC(C2)C1C(=O)OC1CC2CCC1C2 (centres undefined),0,-3,3,8,0,1,20,4,-9
CCn1c(SCC(=O)Nc2nc3c(s2)CCCC3)nc2c1c(=O)n(C)c(=O)n2C,4,3,8,10,3,-4,1,-3,13
COc1cccc(C(=O)CSc2nnc(-c3cc(OC)cc(OC)c3)o2)c1,2,6,18,10,4,8,7,16,13
COc1ccccc1-c1nc(C#N)c(N2CCN(C(c3ccccc3)c3ccccc3)CC2)o1,4,7,1,-2,-2,-3,3,-31,-37
Cc1ncoc1C(=O)Nc1ccc2c(c1)OCCO2,x,0,-2,0,x,1,9,12,1
CCOC(=O)C1CCN(C(=O)C2CCN(S(=O)(=O)c3c(C)noc3C)CC2)CC1,x,10,8,-6,x,17,5,8,-18
COc1ccc(Nc2nc(-c3sc(N)nc3C)cs2)cc1,8,11,-35,-23,4,-30,8,8,-100
Cc1ccc(-n2nnc3c(=O)n(Cc4cccc(C)c4)cnc32)cc1,-3,7,3,1,5,5,12,x,-1
O=C(Nc1ccc(N2CCCC2=O)cc1)c1cccc(F)c1,-4,-4,-49,-35,2,-47,-3,-3,-88
Cc1c(-c2ccco2)[n+](=O)c2c(n1[O-])CCCCC2,x,1,3,1,x,-3,-1,-11,0
O=C(NCCCCCNC(=O)c1ccco1)c1ccco1,0,9,13,8,0,12,4,33,4
COc1ccc(NC(=O)CSc2nc3c(c(=O)[nH]2)CCC3)cc1OC,0,1,3,-6,-8,2,15,12,-68
